Tn6 DDE FP: DD(E)-Tn6 binding inhibition, primary FP screen; P02675; Fibrin DD(E) TRITC-Tn6 fluorescence polarization displacement; inhibition, % at 8.3 µM; actives 0.21% (n = 370,000);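 active = inhibition above a per-campaign cutoff: mean of compounds within control limits plus 3 SD, cut at about 15% in these data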;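 note: 0% = median of all compound wells on the plate and 100% = blocking peptide control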
DDE Tn7 FP inh: DD(E)-Tn7 binding inhibition, primary FP screen. P02675. FP displacement of FITC-Tn7 peptide from fibrin DD(E); 0% = median of compound wells per plate. inhibition, % at 8.3 µM. actives 0.13% (n = 370,000);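 active = inhibition above the mean of compounds falling within the control limits plus 3 SD of them, cut at about 14% in these data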;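 note: 0% = plate median of compound wells and 100% = 10 µM Aha-Tn7 peptide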
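Assay system: human fibrin DD(E). Input: DD(E) 2 µM final. Medium: Tris buffer with calcium and detergent, pH 7.8. Compound dosing: single point at 8.3 µM. Timing: 10 min plus 3 h, room temperature. Technique: fluorescence polarization of the labelled Tn7 tracer. Read-out: percent inhibition. Replicates: singlicate testing.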
KLK7 zymogen act: activates the human kallikrein-7 zymogen; P49862; purified proKLK7, EDANS-DABCYL substrate fluorescence; 100% is mature enzyme control, 0% vehicle; activation, % at 7 µM; actives 0.9% (n = 370,000); AID 652039;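 active = activation above the mean of all tested compounds plus 3 SD, computed per campaign excluding outliers beyond control limits, cut at about 13% in these data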
Target sequence (P49862 whole entry, looked up): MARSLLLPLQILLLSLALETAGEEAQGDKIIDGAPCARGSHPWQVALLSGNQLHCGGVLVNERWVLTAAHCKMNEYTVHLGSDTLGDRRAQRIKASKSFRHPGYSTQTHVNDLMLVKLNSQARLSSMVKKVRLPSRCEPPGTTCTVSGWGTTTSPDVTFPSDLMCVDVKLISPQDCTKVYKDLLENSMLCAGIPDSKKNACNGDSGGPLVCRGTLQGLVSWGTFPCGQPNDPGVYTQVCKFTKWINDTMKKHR
SIAE primary: human SIAE inhibition, primary screen; inhibition, % at 9.66 µM; Q9HAT2; SIAE FP-Rh probe binding, fluorescence polarization; actives 0.69% (n = 370,000); AID 1053197;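 active = inhibition above a cutoff: mean of compounds within the control limits plus 3 SD of those, cut at about 17% in these data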;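 note: 0% = plate median of compound wells and 100% = probe without SIAE protein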
TDP2 inh: blocks human TDP2 phosphodiesterase activity; O95551; recombinant TDP2, T5PNP hydrolysis, p-nitrophenol absorbance 415 nm; inhibition, % at 12.8 µM; actives 0.34% (n = 370,000); AID 720702;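 active = inhibition above the mean of all tested compounds plus 3 SD, set per campaign, cut at about 25% in these data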;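 note: 0% = DMSO with enzyme and 100% = buffer with substrate but no TDP2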
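System: recombinant human TDP2 / Amount: 120 nM TDP2 per well / Also added: 5 mM T5PNP chromogenic substrate / Doses: 12.8 µM single point, 1% DMSO / Incubation: 2 h at 37 °C / Detection: p-Nitrophenol epi absorbance / Evaluation: % inhibition relative to enzyme-containing and enzyme-free wells / Repeats: singlicate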
PRMT1 FP inh: PRMT1 (human) inhibition, primary screen; Q99873; recombinant PRMT1, activity-based probe fluorescence polarization; inhibition, % at 2.79 µM; actives 1.3% (n = 370,000); AID 652257;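 active = inhibition above about 21% made by adding two undisclosed values, limit read from the data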
Target sequence (Q99873 whole entry, looked up): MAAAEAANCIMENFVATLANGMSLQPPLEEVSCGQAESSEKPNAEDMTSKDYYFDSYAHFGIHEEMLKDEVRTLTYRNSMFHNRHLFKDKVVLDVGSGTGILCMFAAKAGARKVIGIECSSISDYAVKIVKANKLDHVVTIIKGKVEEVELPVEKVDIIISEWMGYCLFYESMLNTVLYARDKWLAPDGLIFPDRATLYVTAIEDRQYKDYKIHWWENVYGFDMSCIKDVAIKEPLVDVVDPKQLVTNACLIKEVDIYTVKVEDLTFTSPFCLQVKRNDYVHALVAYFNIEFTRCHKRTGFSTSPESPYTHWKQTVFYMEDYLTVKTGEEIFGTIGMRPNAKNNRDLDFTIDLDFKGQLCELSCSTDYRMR
UHRF1 MBD2 ctr: human UHRF1 methylated DNA binding inhibitors. inhibition, % at 4.4 µM. AID 687016. Q96T88. UHRF1 binding to methylated oligo, TR-FRET. actives 0.75% (n = 370,000); in the data active = inhibition above about 21%;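 note: UHRF1 SRA domain binding a hemimethylated CpG hairpin DNA probe; 0% = median of test compound wells and 100% = reference inhibitor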
LEDGF integ inh: blocks HIV-1 LEDGF/p75-dependent DNA integration; TR-FRET IN-LEDGF/p75 DNA integration, Eu/Cy5; inhibition, % at 3.7 µM; actives 0.64% (n = 370,000);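 active = inhibition above the screen-wide mean plus 3 SD, cut at about 13% in these data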;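 note: signal is the Cy5 over europium emission ratio at 671 and 618 nm; 0% = plate median of compound wells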
MBD2 inh: inhibitors of human MBD2 binding to methylated oligonucleotide | Q9UBB5 | TR-FRET | inhibition, % at 4.4 µM | actives 0.31% (n = 370,000) | AID 686964; in the data active = inhibition above about 13%
TCR CD3 inh: inhibitors of human TCR-CD3 interaction; actives 0.37% (n = 360,000); TAMRA-labeled TCR probe fluorescence, biochemical; inhibition, % at 9.4 µM; in the data active = inhibition above about 19%;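 note: recombinant mutant TCR 2C K166C tagged with TAMRA read by polarization; 0% = receptor in buffer alone and 100% = receptor with positive control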
* hit, by the source's call; · = not tested or not shown.

Sample of the layout:
No.	DDE Tn7 FP inh	TCR CD3 inh	UHRF1 MBD2 ctr	Tn6 DDE FP	PRMT1 FP inh	SIAE primary	TDP2 inh	KLK7 zymogen act	LEDGF integ inh	MBD2 inh	SMILES
1	2	5	-3	19*	2	0	7	1.2	2	0	COc1ccc(C2(C)NC(=O)N(CC(=O)NC(C)c3ccc(CC(C)C)cc3)C2=O)cc1 (stereo unspecified)
2	3	8	-5	3	11	7	0	1.2	-3	-5	CC/C(C)=N\Nc1nc(-c2cc3cc(OC)ccc3oc2=O)cs1
3	4	4	-1	0	2	-10	22	0.7	3	-2	O=C(O)COc1ccccc1/C=N/NC(=O)CSc1nc2ccccc2s1
4	-4	4	-2	0	-1	0	4	0.4	0	-2	Cc1cc(C)cc(N2C(=O)C3CC=CCC3C2=O)c1 (stereo unspecified)
5	4	8	-1	6	-1	2	1	-0.1	-1	2	Nc1nnc(COc2ccc(Br)cc2Br)s1
6	1	-6	3	7	0	-23	12	-0.1	-1	1	CCN(CC)S(=O)(=O)c1ccc(/C=C/C(=O)OCC(=O)Nc2ccc(S(N)(=O)=O)cc2)cc1
7	-1	6	-7	6	21*	0	18	-3.8	4	-8	COc1ccc2c(c1)-c1nc(/N=C/c3c(O)ccc4ccccc34)sc1CC2
8	2	-7	3	3	0	3	1	0.4	-1	2	CN(Cc1ccc(Cl)cc1Cl)C(=O)CN1C(=O)NC2(CCCC2)C1=O
9	-7	-2	-2	-2	0	3	7	0.3	-1	-1	CC(C)(C)Cc1nnc(NC(=O)c2ccc([N+](=O)[O-])cc2)s1

Main list, from the start:
No.	DDE Tn7 FP inh	TCR CD3 inh	UHRF1 MBD2 ctr	Tn6 DDE FP	PRMT1 FP inh	SIAE primary	TDP2 inh	KLK7 zymogen act	LEDGF integ inh	MBD2 inh	SMILES
1	2	5	-3	19*	2	0	7	1.2	2	0	COc1ccc(C2(C)NC(=O)N(CC(=O)NC(C)c3ccc(CC(C)C)cc3)C2=O)cc1 (stereo unspecified)
2	3	8	-5	3	11	7	0	1.2	-3	-5	CC/C(C)=N\Nc1nc(-c2cc3cc(OC)ccc3oc2=O)cs1
3	4	4	-1	0	2	-10	22	0.7	3	-2	O=C(O)COc1ccccc1/C=N/NC(=O)CSc1nc2ccccc2s1
4	-4	4	-2	0	-1	0	4	0.4	0	-2	Cc1cc(C)cc(N2C(=O)C3CC=CCC3C2=O)c1 (stereo unspecified)
5	4	8	-1	6	-1	2	1	-0.1	-1	2	Nc1nnc(COc2ccc(Br)cc2Br)s1
6	1	-6	3	7	0	-23	12	-0.1	-1	1	CCN(CC)S(=O)(=O)c1ccc(/C=C/C(=O)OCC(=O)Nc2ccc(S(N)(=O)=O)cc2)cc1
7	-1	6	-7	6	21*	0	18	-3.8	4	-8	COc1ccc2c(c1)-c1nc(/N=C/c3c(O)ccc4ccccc34)sc1CC2
8	2	-7	3	3	0	3	1	0.4	-1	2	CN(Cc1ccc(Cl)cc1Cl)C(=O)CN1C(=O)NC2(CCCC2)C1=O
9	-7	-2	-2	-2	0	3	7	0.3	-1	-1	CC(C)(C)Cc1nnc(NC(=O)c2ccc([N+](=O)[O-])cc2)s1
10	8	5	-11	1	56*	-6	18	2.0	0	-9	CC(=O)Oc1cccc2c1C(=O)C1CC=CC(OC(C)=O)C1C2=O (stereo unspecified)
11	-10	2	-1	-6	-3	1	5	0.1	0	-3	COc1ccc(NC2c3ccccc3C(=O)N2Cc2ccco2)cc1OC (stereo unspecified)
12	5	9	-1	-1	-5	4	-6	0.2	1	0	CCOC(=O)c1c(S(=O)(=O)NCC(=O)Nc2cc(C)ccc2C)c(C)n(C)c1C
13	13	3	-3	1	-1	-4	-6	-0.7	2	-5	COc1ccc(S(=O)(=O)N(C)CC(=O)NCCCn2ccnc2)cc1Cl
14	-1	-1	-2	-1	2	-5	-11	-0.7	3	-1	CC1C(=O)N(Cc2cn(CC3CCCCC3)nn2)CCS(=O)(=O)N1Cc1ccc(-c2ccc(Cl)c(Cl)c2)cc1 (stereo unspecified)
15	1	5	0	5	-3	-7	-10	43*	2	4	COc1ccc(OC)c2c1C(=O)CC2C (stereo unspecified)
16	-1	·	-3	-2	12	3	0	0.0	-2	2	COc1ccc(S[C@]2(C(=O)N(C)C)CC(=O)N[C@@H]2c2ccc(OC)cc2)cc1
17	-4	23*	32*	-2	29*	11	32*	-0.2	60*	11	CC1=NN(c2ccccc2)C(=O)C1C=Nc1ccc(N(C)C)cc1 (stereo unspecified)
18	3	-4	1	6	7	14	-2	0.2	6	2	O=C(Nc1ccc2c(c1)OCO2)N1CCOCC1
19	0	8	7	-3	0	2	-12	0.2	5	-3	Cc1occc1-c1nnc(SCC(N)=O)o1
20	5	-9	3	7	3	6	4	-0.1	-3	5	NS(=O)(=O)c1cccc(NC(=O)Cn2cc(C(F)(F)F)cc(Cl)c2=O)c1
21	-1	3	0	1	0	4	6	0.3	1	-3	O=C(O)C1CC(=O)N(C2CCCCCC2)C1 (stereo unspecified)
22	1	-7	2	1	27*	-21	-8	0.8	6	-4	CC(C)c1csc(CN2CCC(C(=O)Nc3cccc(-c4ccco4)c3)CC2)n1
23	5	8	-1	2	2	12	-2	0.1	-1	1	Cc1ccc(CN(C(=O)c2cc(=O)c3cc(Cl)c(C)cc3o2)C2CCS(=O)(=O)C2)cc1 (stereo unspecified)
24	6	8	-5	-7	-2	5	3	0.2	0	-4	Cc1cc(/C=C2/SC(=O)N(CC(=O)N3CCCC3)C2=O)ccc1N1CCOCC1
25	11	-1	-2	-20	4	-7	9	0.0	-2	7	N#CC1=C(N)Oc2n[nH]c(-c3ccccn3)c2C1c1c(F)cccc1Cl (stereo unspecified)

More results
No.	DDE Tn7 FP inh	TCR CD3 inh	UHRF1 MBD2 ctr	Tn6 DDE FP	PRMT1 FP inh	SIAE primary	TDP2 inh	KLK7 zymogen act	LEDGF integ inh	MBD2 inh	SMILES
26	-1	-4	2	0	6	8	1	0.1	-1	1	Cc1ccsc1C(=O)NCCc1ccco1
27	-10	-12	4	0	-3	-8	-18	-0.1	2	-5	CCOc1ccc(NC(=O)C2CCCN2S(=O)(=O)c2ccc(OCC)cc2)cc1 (stereo unspecified)
28	-5	8	-1	3	-3	2	-3	0.0	5	-8	CN1CCN(c2ccc(NC(=O)c3ccc(Cl)cc3)cn2)CC1
29	-4	7	5	5	1	-4	6	-0.4	2	2	CC(C)N1CCC(=NNC(=O)c2ccccc2[N+](=O)[O-])CC1
30	0	8	-3	-8	-1	2	-1	-0.1	2	-6	Nc1cc(Cl)ccc1N1CCCC1
31	-5	2	-2	-2	2	2	12	-0.3	-1	-4	COc1cccc(OC)c1OCCCCCc1c(C)n[nH]c1C
32	4	-8	5	2	-3	5	-6	-0.5	6	0	C/C(=N\NC(=O)c1cccc(C)c1O)c1ccc(NC(=O)Cc2ccccc2)cc1
33	-3	4	4	-8	2	-9	-15	-0.6	4	-4	Cc1nnc2ccc(-c3ccc(NS(=O)(=O)c4ccccc4[N+](=O)[O-])cc3)nn12
34	3	13	-2	-3	-4	0	4	1.0	-1	-10	CC(C)c1cc(C(=O)NC2CCCc3c2cnn3-c2ccccc2F)no1 (stereo unspecified)
35	-3	-10	1	11	0	2	-7	0.2	-7	-2	CC(C)c1nnc(NC(=O)c2c(O)c3cccc4c3n(c2=O)CCC4)s1
36	4	-6	-1	3	-2	7	-17	-2.4	-2	-5	COc1ccc(-n2nc3c(N4CCC(C(=O)NCc5ccccc5)CC4)nnc(C)c3c2C)cc1
37	1	-3	5	-2	2	-4	-4	0.1	1	10	Cc1cc(C)nc(SC(C(=O)O)c2ccccc2)n1 (stereo unspecified)
38	1	-4	1	3	1	3	1	-0.3	-5	2	Cc1cc(NC(=O)CSc2n[nH]c(-c3ccc(Cl)cc3Cl)n2)no1
39	8	3	-1	0	-4	28*	2	-1.0	3	1	C/C(=N\NC(=O)c1cc2ccccc2cc1O)c1cccs1
40	2	-2	0	-4	-2	0	2	0.2	-2	-2	COc1ccc(/C(C)=N/NC(=O)CCC(=O)Nc2ccc(Cl)cc2Cl)c(OC)c1
41	1	2	2	3	1	-1	-13	0.4	0	0	CCC(CC)NC(=O)CSc1ccc(S(=O)(=O)N2CCCCC2)cn1
42	2	3	2	-4	-1	-14	-14	-0.3	8	3	Cc1noc(C)c1S(=O)(=O)NC(=O)C1(C)CCN1C(=O)Cc1ccc(Cl)cc1Cl (stereo unspecified)
43	-1	-5	3	-8	4	-6	0	0.3	-1	1	COc1ccc(N2C(=O)[C@H]3[C@@H](C2=O)C2c4ccccc4C=NN2[C@H]3C(=O)C(C)(C)C)cc1 (stereo partly specified)
44	0	-4	1	-5	-1	0	-3	-0.2	1	5	Cc1ccc(NC(=O)c2cccc(S(=O)(=O)N3CCN(C)CC3)c2)cc1F
45	4	0	1	0	9	8	-4	0.4	-2	-4	O=C(CSc1ccccc1C(=O)NCc1ccccc1)NC1CCCCCCC1
46	9	8	-1	5	0	4	-8	-0.1	-4	-8	CC(=O)c1cccc(Nc2nc(=O)c3cccnc3s2)c1

Screening results deposited in PubChem by The Scripps Research Institute Molecular Screening Center.
